# Bioassay records: PubChem BioAssay, Broad Institute
# ARNT TACC3 PPI = disruptors of ARNT/TACC3 protein interaction, primary screen, biochemical, AlphaScreen, single concentration; Transforming acidic coiled-coil-containing protein 3 (Homo sapiens), Q9Y6A5; AlphaScreen His-ARNT PAS-B/GST-TACC3 binding, luminescence; TACC3 fragment carries E629A point mutation; inhibition, % at 9.99 µM; 390,000 compounds, 0.66% hits; AID 623870, 2012;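 active = mean inhibition of replicates at least 50% and at least half of replicates each reaching 50%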;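 also: 0% = complete ARNT plus TACC3 wells and 100% = ARNT alone without TACC3; many hits fall short of the cut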
# INS-1E GSIS act = GLuc luminescence reporter in INS-1E cells, primary screen for activators of glucose-dependent secretion of insulin; INS-1E GLuc reporter insulin secretion, 2-3 h; activation, % at 16.6 µM; 370,000 compounds, 0.61% hits; AID 743287, 2014;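 active = lowest replicate activation of at least 40%, so every replicate reaches that level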;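 also: 0% = median of neutral control wells and 100% = median of IBMX positive control wells; some compounds called inactive have numbers as strong as hits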
# LGR2 inh = inhibitors of bursicon-induced LGR2 CRE-luciferase signal, primary screen, cell-based, HEK293, CRE-luciferase reporter, bursicon stimulation | Drosophila bursicon receptor LGR2 (rickets) | bursicon-stimulated, 4 h | inhibition, % at 9.99 µM | 380,000 compounds, 0.35% hits | AID 720647, 2013;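 active = drop in luminescence signal, shown as inhibition above about 50% in the replicate tests, limit read from the data, passing the limit was not always enough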;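 also: agonist challenge used bursicon conditioned medium at about half maximal strength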
# PglD DTNB = C. jejuni PglD acetyltransferase inhibitors, primary screen, biochemical, DTNB colorimetric, single point; UDP-N-acetylbacillosamine N-acetyltransferase PglD (Campylobacter jejuni); purified PglD enzyme, DTNB colorimetric CoA detection; inhibition, % at 12.5 µM; 360,000 compounds, 0.098% hits; in the data active = inhibition above about 16%, passing the limit was not always enough; also: strong numbers were not always called active
# PGC1a acetyl inh = inhibitors of PGC1a acetylation signal, primary screen, cell-based, U2OS, AlphaScreen, inhibitor mode. inhibition, % at 15.6 µM. 350,000 compounds, 0.17% hits. AlphaScreen anti-acetyl-lysine; with virally co-expressed GCN5 acetyltransferase;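 active = every replicate shows inhibition of at least 40%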;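 also: 0% = neutral control wells and 100% = positive control wells; some results beyond the cut were filed as inactive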
# Cneo AK release = Cryptococcus neoformans cell lysis inducers, primary screen, AK release luminescence, single concentration | 360,000 compounds, 0.2% hits | C. neoformans lysis, adenylate kinase release luminescence, 4 h; normalised: neutral wells 0, clomiphene wells 100 | lysis activity, % at 15 µM;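 active = mean lysis activity across replicates of at least 80%, whatever share of replicates individually reach that level; inactive = mean lysis activity below 80%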
#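 Assay system: C. neoformans cells. Amount: yeast cell density of 5 × 10^6 cells/mL. Technique: AK luminescence. Buffer or medium: YPD. Times: static 4 h at 37 °C with compound, 1 h detection. Dosing: single-point compound dose. Read-out: lysis from increased AK signal.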
# PAX8 reporter = inhibitors of PAX8-driven TPO luciferase reporter, primary screen, RMG-I cells, single concentration; SteadyGlo, 24 h; inhibition, % at 12.6 µM; 360,000 compounds, 1.2% hits; AID 652154, 2013;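 active = mean replicate inhibition at least 60% with every replicate also reaching 60%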;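 also: luciferase light reporting Pax8 driven TPO promoter activity; plate controls were median of neutral control wells for no effect and mitoxantrone controls for full effect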
# C2C12 statin = suppressors of statin myotoxicity in C2C12 myotubes, primary screen, cell-based, single point, plate reader | C2C12 myotubes + simvastatin, ATP luminescence, 48 h; scaled: DMSO 0, geranylgeraniol control 100 | rescue of ATP level, % at 7.49 µM | 330,000 compounds, 0.78% hits;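 active = mean ATP rescue above about 67%, or every replicate alone reaching that limit, limit read from the data, passing the limit was not always enough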;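 also: myotubes were challenged with 10 µM simvastatin during compound exposure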
# Numbers without * were called inactive; nt = no result given. Random draw from the library; any-hit rate near 2.9%.
SMILES,ARNT TACC3 PPI,INS-1E GSIS act,LGR2 inh,PglD DTNB,PGC1a acetyl inh,Cneo AK release,PAX8 reporter,C2C12 statin
C[C@H](O)C#Cc1cnc2c(c1)C(=O)N([C@H](C)CO)C[C@@H](C)[C@@H](CN(C)C(=O)Cc1ccncc1)O2,-7,7,6,-2,5,2,5,-6
CCCC(=O)Nc1c(C(=O)OCC)oc2ccccc12,30,41*,-12,4,-1,16,-25,4
COCCn1c(Cc2ccccc2)nnc1SCC(=O)Nc1cc(C)on1,-5,14,16,0,2,-1,nt,9
Cn1c(SCC(=O)Nc2nccs2)nnc1-c1ccncc1,1,nt,nt,-2,-5,-2,15,-4
Cn1c(SCC(=O)N/N=C/c2cccs2)nc2ccccc21,-1,9,-31,2,6,-3,nt,0
COc1ccc2nc(NC(=O)CSc3nc(C)cc(C)n3)sc2c1,-1,5,nt,-2,0,0,9,-3
Cc1ccc(-c2cc(C(=O)N3CCCc4ccccc43)c3ccccc3n2)cc1,-5,-41,-35,-4,1,1,nt,26
Cn1c(=O)n(C)c2cc(S(=O)(=O)NCc3ccco3)ccc21,-1,nt,nt,0,-2,3,nt,-1
Cc1cc(C(=O)COC(=O)c2ccc(CO)cc2)c(C)n1CC1COc2ccccc2O1 (stereo not drawn),11,10,14,12,0,-1,-37,nt
C[C@@H]1CN([C@H](C)CO)C(=O)Cc2cc(NC(=O)Cn3cnnn3)ccc2O[C@@H]1CN(C)C(=O)NC1CCCCC1,-2,16,-15,5,9,-2,-12,4

# Reprinted from the part before: 2 entries; new compounds follow.
SMILES,ARNT TACC3 PPI,INS-1E GSIS act,LGR2 inh,PglD DTNB,PGC1a acetyl inh,Cneo AK release,PAX8 reporter,C2C12 statin
Cc1cc(C(=O)COC(=O)c2ccc(CO)cc2)c(C)n1CC1COc2ccccc2O1 (stereo not drawn),11,10,14,12,0,-1,-37,nt
C[C@@H]1CN([C@H](C)CO)C(=O)Cc2cc(NC(=O)Cn3cnnn3)ccc2O[C@@H]1CN(C)C(=O)NC1CCCCC1,-2,16,-15,5,9,-2,-12,4
CCC(=O)OCC(=O)c1cc(C)n(-c2ccc(Br)cc2)c1C,-10,1,nt,0,2,-11,16,10
COc1cc(/C=N/NC(=O)c2ccccc2)ccc1OS(=O)(=O)c1ccccc1,-2,-2,12,nt,nt,nt,16,nt
COc1ccc(S(=O)(=O)Nc2ccc3c(c2)C(=O)N([C@H](C)CO)C[C@@H](C)[C@@H](CN(C)C(=O)Nc2cccc4ccccc24)OCCCC[C@@H](C)O3)cc1,-6,0,4,1,-14,2,43,20
CCOC(=O)c1sc2ncn(/N=C/N(C)C)c(=O)c2c1C,-22,-15,17,5,-11,-1,nt,-10
COc1ccc(NC(=O)CSc2nnc3ccc(-c4ccncc4)nn23)cc1,0,-1,11,nt,13,nt,-14,6
COCC(=O)N(C)C[C@H]1Oc2ncc(C#CC3(O)CCCC3)cc2C(=O)N([C@H](C)CO)C[C@H]1C,-1,12,3,-1,0,1,nt,5
Cc1nc(NC(=O)c2ccccc2)sc1-c1csc(Nc2ccc(C(=O)O)cc2)n1,0,-20,-34,0,-8,-2,-1,-120
COC(=O)c1csc(S(=O)(=O)N2CCOCC2)c1OC,-1,-5,23,1,-3,0,3,nt
CN1CCN(C(=O)c2ccc(Cl)cc2)CC1,-1,nt,nt,10,nt,0,17,-6
Cc1noc(C)c1S(=O)(=O)Nc1ccc2c(c1)C(=O)N([C@H](C)CO)C[C@H](C)[C@@H](CN(C)CC1CCCCC1)OCCCC[C@H](C)O2,-3,-7,26,2,nt,1,0,-35
CCOc1ccc(N(CC(=O)NN=C2CCCC2)S(C)(=O)=O)cc1,nt,-4,21,8,nt,-1,-4,-4
O=C(CN1C(=O)CS/C1=C\c1nc(-c2ccc(Cl)cc2)cs1)Nc1cccnc1Cl,22,4,-24,nt,nt,nt,-11,nt
Cc1ccc(S(=O)(=O)Nc2ccc3c(c2)C(=O)N([C@H](C)CO)C[C@@H](C)[C@H](CN(C)C(=O)Nc2ccc4c(c2)OCO4)O3)cc1,nt,9,-13,nt,-1,nt,3,17
Cc1ccccc1OCC(=O)Nc1cccc(C(=O)O)c1,-51,7,101*,nt,nt,nt,93*,nt
COc1ccc(C(C(=O)NC2CCCC2)N(CCCO)C(=O)c2snc(C(N)=O)c2N)cc1 (stereo not drawn),nt,11,-11,-3,-2,1,-6,-5
O=C(Nc1ccc(Br)cc1)N1CCCCC1,-10,-2,-64,nt,nt,nt,-91,nt
C[C@@H]1CN([C@H](C)CO)C(=O)c2cc(NC(=O)CCC(F)(F)F)ccc2O[C@@H]1CN(C)C(=O)Nc1ccccc1,4,8,-6,-1,8,-7,-12,5
CCCS(=O)(=O)NCCc1cc2ccc(OC)cc2[nH]c1=O,-10,-3,-39,-4,14,0,-39,2
CC(O)(c1ccc(F)c(F)c1)c1nc(-c2cnc3ccccc3c2)cs1 (stereo not drawn),nt,nt,14,1,-3,-2,-3,-8
CN(C)C(=O)c1cccc(-c2ccc([C@@H]3[C@@H](CO)N4C(=O)CN(C(=O)C5CCCC5)C[C@@H]34)cc2)c1,nt,-3,-1,nt,2,nt,1,nt
O=C(C[C@@H]1C[C@H]2c3cc(NC(=O)NC4CCCC4)ccc3O[C@H]2[C@H](CO)O1)NCc1ccncc1,-3,-5,-20,-2,-9,-1,-8,2
CN(C)S(=O)(=O)c1ccc(C(=O)Nc2ccc(Cl)cc2)cc1,-7,-9,-2,4,-1,-2,-45,-33
CC(=O)c1ccc(N=C2C(=O)Nc3ccccc32)cc1,-22,-10,-3,6,21,-9,6,9
CCOc1ccccc1NC(=O)COC(=O)c1ccc(S(=O)(=O)N2CCCC2)cc1,27,12,-30,-5,nt,1,0,6
CN(C)S(=O)(=O)N(CC(=O)N1CCN(c2ccccc2)CC1)c1ccccc1,-6,-9,-6,5,14,3,9,-4
COC(=O)CSc1[nH]c2ccccc2c1[N+](=O)[O-],-20,-18,13,nt,nt,nt,4,nt
COc1cccc(C(=O)COc2ccc3ccc(=O)oc3c2)c1,nt,-12,-21,6,8,-1,-9,-7
Cc1noc(C)c1S(=O)(=O)Nc1ccc2c(c1)C(=O)N([C@H](C)CO)C[C@H](C)[C@@H](CN(C)Cc1ccc(C(F)(F)F)cc1)OCCCC[C@@H](C)O2,-6,-15,10,7,6,8,5,nt
CC(NC(=O)COC(=O)c1ccc2c(=O)n3c(nc2c1)CCCCC3)c1ccccc1 (stereo not drawn),2,2,5,-3,8,-1,-4,-1
COc1cc(C(=O)Nc2ccc3nc(N4CCN(C)CC4)cc(C)c3c2)cc(OC)c1OC,-10,16,21,3,nt,3,1,-20
CO[C@@H](CN(C)C(=O)c1ccc2c(c1)OCO2)[C@H](C)CN([C@H](C)CO)S(=O)(=O)c1ccccc1,-1,-3,26,-1,7,1,nt,-5
Cc1ccc(-n2nc(C)c(C(C)(O)C(F)(F)F)c2N)cc1 (stereo not drawn),-20,32,11,nt,-5,nt,-9,3
O=C(c1ccc2c(=O)n(Cc3ccc4c(c3)OCO4)c(=S)[nH]c2c1)N1CCCCC1,1,-7,-3,nt,-9,nt,nt,12
CC(=O)c1cccc(S(=O)(=O)N(C)C2CCN(C)CC2)c1,0,22,-12,nt,2,nt,-4,4
O=C(COCc1cc(-c2ccc3c(c2)OCO3)on1)N1CCN(c2cccc(Cl)c2)CC1,-4,1,10,-7,-6,2,-8,-2
C[C@@H]1CN([C@H](C)CO)S(=O)(=O)c2ccc(C#CC3CC3)cc2O[C@H]1CN(C)C(=O)c1ccncc1,nt,4,19,8,0,2,nt,5
COC(=O)N/N=C/c1ccc(Oc2ccccc2)cc1,19,2,-41,nt,-7,nt,-92,nt
CO[C@H]1CN(C)C(=O)c2ccc(NS(=O)(=O)c3cn(C)cn3)cc2OC[C@@H](C)N(C)C[C@H]1C,-1,15,0,-1,1,54,25,-1
COc1ccc2c3c([nH]c2c1)[C@@H](CO)N(C(=O)Nc1ccc(F)cc1)CC31CN(Cc2cc(-c3ccccc3)on2)C1,nt,-15,-4,nt,-10,nt,-14,nt
COc1ccc(S(=O)(=O)N2CCCC2)cc1NC(=O)c1ccccc1,0,47,-7,nt,nt,nt,1,-5
N#CC1=C(N)OC2=C(C(=O)CCC2)C1c1ccc(OC(=O)N2CCOCC2)cc1 (stereo not drawn),-2,nt,nt,-1,8,-3,nt,27
Cc1ccc(C)c(CNC(=O)Nc2ccccc2)c1,-1,8,-17,nt,-2,nt,-81,11
NC(=O)CC(NC(=O)c1ccc(Cl)cc1)C(=O)NCCc1ccc(S(N)(=O)=O)cc1 (stereo not drawn),2,43,6,23*,-1,-1,-10,-2
Cc1cc(C)cc(C(=O)NCCC(=O)N2CCC3(CC2)NCCc2[nH]cnc23)c1,-6,15,-14,nt,-3,0,3,-6
COC(=O)C1=CN(c2cc(C)cc(C)c2)C=C(C(=O)OC)C1c1ccc(OC)c(O)c1,-3,nt,17,-1,2,1,-12,6
Cc1c(P(=S)(c2ccccc2)c2ccccc2)[n+]2ccccc2n1CCc1ccccc1,nt,-20,22,-5,nt,-2,89*,-45
Cc1ccccc1C(=O)N/N=C/c1ccc(OCC(=O)N2CCCCC2)cc1,nt,nt,nt,-2,-9,0,nt,2
CNC[C@@H]1Oc2cc(C#Cc3ccncc3)ccc2S(=O)(=O)N([C@@H](C)CO)C[C@H]1C,nt,-13,15,nt,14,nt,-17,-5
C[C@@H]1CN([C@H](C)CO)C(=O)c2cc(NC(=O)Nc3ccc(F)cc3)ccc2O[C@@H](C)CCCCO[C@H]1CN(C)S(=O)(=O)c1ccccc1,-8,-15,-6,3,-2,-2,88*,nt
CCOC(=O)C1CCN(Cc2ccc(Cl)c(Cl)c2)CC1,-27,nt,nt,3,-8,0,nt,16
# Next part
SMILES,ARNT TACC3 PPI,INS-1E GSIS act,LGR2 inh,PglD DTNB,PGC1a acetyl inh,Cneo AK release,PAX8 reporter,C2C12 statin
O=C(Nc1ccc2c(c1)[C@@H]1C[C@@H](CC(=O)N3CCCCC3)O[C@@H](CO)[C@@H]1O2)Nc1ccccc1F,-3,-14,7,-1,-15,-5,13,6
COc1ccc(C(=O)OC2CCCCC2CN(C)C)cc1 (stereo not drawn),-5,-1,10,-1,12,1,-12,3
C/C=C/c1ccc2c(c1)O[C@@H](CN(C)C(=O)NCCC)[C@H](C)CN([C@@H](C)CO)S2(=O)=O,11,4,3,-1,-6,0,-44,-14
COc1ccc(-c2c(C)nn3c(N4CCN(Cc5ccccc5)CC4)cc(C)nc23)cc1OC,-15,-6,-1,nt,1,1,12,-4
COc1ccc(OC)c(N2C(=O)CC(NNC(=O)c3ccc4c(c3)OCO4)C2=O)c1 (stereo not drawn),-35,-15,-7,9,12,-1,10,-2
CCC(=O)Nc1ccc2c(c1)C(=O)N(C)C[C@H](OC)[C@H](C)CN(Cc1ccccn1)[C@@H](C)CO2,1,-3,1,-1,-2,50,4,2
Cc1ccccc1C(=O)Nc1cccc(NC(=S)NC(=O)c2cccs2)c1,-5,nt,nt,-5,3,-2,nt,-10
C/C=C/c1ccc2c(c1)O[C@H](CN(C)C(=O)c1ccccc1F)[C@@H](C)CN([C@H](C)CO)S2(=O)=O,22,1,-9,-1,-11,0,nt,-14
